Pf Dd2 growth = blocks in vitro growth of P. falciparum Dd2 | Potency, µM (doses to about 28.9 µM), without a hit: at the highest dose activity, negative = inhibition, actives largely listed as inhibitors | P. falciparum Dd2 growth, SYBR Green, 72 h | 4.3% of 120,000 active | AID 1347417; active means well fitted inhibition curve with a large enough effect; inconclusive means small, poorly fitted or top-dose-only effect; inactive means no such curve, though single readings can be large or run the other way;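 further: plate controls were DMSO vehicle for no effect and reference drug for full effect; nearly all actives have a fitted effect of over 65% in size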
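Readout: SYBR Green fluorescence, 485 nm excitation, 535 nm emission, after ~16 h lysis at 37C. Before that, Dd2-infected red cells (2.5% hematocrit) grew 72 h with compound, 29 uM top final concentration.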
The depositor's hits bear a star; i = inactive; ? = inconclusive; [ ] = dose if it differs, or a comment. Potency means the concentration at half of the fitted maximal effect.

SMILES | Pf Dd2 growth
COc1cccc(C(=O)N2CC(C(=O)NCCc3ccncc3)C3(CCOCC3)C2)c1 (stereo not drawn) | -1%
Cc1ccc(S(=O)(=O)c2nnn(-c3ccc(F)c(Cl)c3)c2N)cc1 | -19%
CCOC(=O)c1[nH]c2c(c1Cc1ccccc1)C(=O)CC(c1ccc(C(C)(C)C)cc1)C2 (stereo not drawn) | ?
COC1CCN(C(=O)Cn2c3c(c(=O)n2Cc2ccccc2)CCN(Cc2ccccc2)C3)CC1 | 21%
COc1ccc(-n2nc(C3CCCN(C(=O)Cc4ccccn4)C3)[nH]c2=O)cc1 (stereo not drawn) | -19%
O=C1CCN(C(=O)C2(c3ccccc3)CC2)CCCC(C(=O)NCc2ccccc2)CCN1 (stereo not drawn) | 0.4µM*
COCCNC(=O)c1c(-c2ccccc2)c(-c2ccccc2)nn(C)c1=O | 31%[activator]
F[C@@H]1CN(Cc2ccc3c(c2)OCCO3)C[C@@H]1OCc1nc2ccccc2[nH]1 | i
COc1ccc(NC(=O)c2nnn3cc(C)[nH]c(=O)c23)cc1OC | -16%
Fc1ccc(Nc2ncnc3c2nc2n3CCCC2)cc1 | 9%

The final two records of the section above lead into the next:
SMILES | Pf Dd2 growth
COc1ccc(NC(=O)c2nnn3cc(C)[nH]c(=O)c23)cc1OC | -16%
Fc1ccc(Nc2ncnc3c2nc2n3CCCC2)cc1 | 9%
CCCN(CCC)C(=O)c1cn(CC)c2ccc(S(=O)(=O)N3CCCCC3)cc2c1=O | i
CCNC(=O)N1CCCN(Cc2ccncc2)C(c2ccccc2)CC(=O)NCC1 (stereo not drawn) | ?
O=C(NCc1ccc(-c2ccc(Cl)cc2)o1)C1NCCc2[nH]cnc21 (stereo not drawn) | -1%
Cn1c(=O)c2nc(SCC(=O)Nc3ccc(Cl)c(Cl)c3)n(C)c2n(C)c1=O | ?
COc1ccc(-c2nc3cc(C)ccc3cc2CN2CCCC(C#N)C2)cc1OC (stereo not drawn) | ?
COC(=O)c1cc2n(n1)CCCN(C(=O)c1ccc(OC)nc1OC)C2 | -1%
CC(C)CCN1CCC2(CNS(=O)(=O)c3cccnc3O2)C1 (stereo not drawn) | ?
CCCNC(=O)c1coc(COc2ccc3c(c2)C(c2ccc(C)cc2)N(C(=O)C2CC2)CC3)n1 (stereo not drawn) | ?
COc1ccccc1CN1CCC(N2Cc3cnc(C)n3C2=O)CC1 | i
O=C(CC[C@H]1NC(=O)c2ccccc2NC1=O)Nc1cccc(-c2ncn[nH]2)c1 | -14%
Cc1cccc(NC(=O)c2ccc(-c3nc(CSc4ccccc4)c(C)o3)cc2)c1C | ?
O=C(N1CCOCC1)N1CCOC[C@H]1c1ncc(-c2ccc(OC(F)(F)F)cc2)[nH]1 | -28%[44.1 µM]
COc1ccc2[nH]c(C(=O)N3C[C@@H](C(N)=O)[C@H](c4n[nH]c(C)n4)C3)cc2c1 | 9%
CC(=O)N1CCN(c2ncnc3c2CN(c2ccc([N+](=O)[O-])cc2)C(=O)N(C)C3)CC1 | 24%
Cc1ccccc1CNC(=O)c1ccccc1NC(=O)c1nsc2ccccc12 | -15%
O=C(NC1CC(=O)N(c2ccccc2)C1)c1ccc(Br)o1 (stereo not drawn) | 31%[activator]
Cc1ccc(S(=O)(=O)N2C[C@@H]3OCC(=O)N(Cc4ccc(F)cc4)[C@@H]3C2)cc1 | i
Cc1ccc(NC(=O)CSc2ccc(-c3cccs3)nn2)cc1Cl | 0%
CC(C)CCN1CC2(C1)NC(=O)c1ccccc1O2 | -16%[44.1 µM]
COc1ccccc1NC(=O)C1=C(C)Nc2nc3ccccc3n2C1c1cccc(Br)c1 (stereo not drawn) | -20%
O=C1CC2(CCN(Cc3cccs3)CC2)Oc2cc(Cl)ccc21 | ?
Cc1cc(C)nc(N2CCN(C(=O)C3CC(=O)N(CC(C)C)C3)CC2)n1 (stereo not drawn) | 3%
CC(C)CNC(=O)Nc1cccc(-c2ccc(N3CCC(C)CC3)nn2)c1 | -16%
O=[N+]([O-])c1ccc(S(=O)(=O)NCc2nc3cccnc3n2Cc2ccccc2Cl)cc1 | -6%
CCC(c1cccs1)N1C(=O)[C@H]2CN(S(=O)(=O)c3cc(C)ccc3C)C[C@H]2C1=O (stereo partly drawn) | ?
Cc1ccoc1C(=O)N1CC(F)(F)C[C@H]1c1nnc(C2CC2)o1 | -14%
O=C(c1ccccc1F)N1CCCC(CO)(Cc2ccccc2F)C1 (stereo not drawn) | -8%
CCN1C(=O)C2(CCN(S(=O)(=O)c3cc(Cl)ccc3OC)CC2)c2ccccc21 | ?
O=C(O)c1cn(C2CCCCCC2)nn1 | -6%
CCOc1ccc(S(=O)(=O)c2cn(Cc3ccc(OC)cc3)c3ccc(F)cc3c2=O)cc1 | ?
COCCN1C(=O)NC(c2ccccc2OC)C2=C1COC2=O (stereo not drawn) | -20%
CCc1noc(-c2cn(C3CCN(C(=O)c4cccc(NC(C)=O)c4)CC3)nn2)n1 | ?
CC(C)C[C@@H](NC(=O)[C@@]1(O)C[C@@H](O)[C@H](O)[C@@H](NC(=O)Nc2ccc(OC(F)(F)F)cc2)C1)C(N)=O | -12%
CC1(c2ccccc2)N(Cc2ccccc2)C(=O)OC12CCN(Cc1cccnc1)CC2 (stereo not drawn) | ?
O=C1CO[C@H]2CN(Cc3ncc[nH]3)C[C@H]2N1Cc1ccccc1 | i
CCOC(=O)CC1COCCN1C(=O)c1cn(Cc2ccc(F)cc2Cl)nn1 (stereo not drawn) | 14%
COc1cc(NC(=O)C2CCCN(S(=O)(=O)c3cn(C)cn3)C2)cc(OC)c1 (stereo not drawn) | 5%
COc1ccc(NC(=O)C(c2ccccc2)N2Cc3ccccc3C2=O)cc1 (stereo not drawn) | -4%
O=C(NC1CCCC1)c1cc2n(n1)CC(c1ccc3c(c1)OCO3)OC2 (stereo not drawn) | -20%
COc1ccc(S(=O)(=O)Nc2ccc3c(c2)CCCN3S(=O)(=O)c2ccc(C)cc2)cc1F | i
COCCNC(=O)CCCN1C(=O)COc2ccc(C(=O)COc3ccc(C)cc3OC)cc21 | ?
COc1ccc(CN2CCCCC23Cc2ccccc2CNC3=O)cc1F (stereo not drawn) | ?
Cc1cnc(CCNC(=O)C2CCOCC2)n1C1CCCCCCC1 | ?
CCc1cc(=O)n(CC(=O)Nc2ccc3c(c2)OCCO3)c(-c2cccc(F)c2)n1 | -19%
CCN(C(=O)Cn1cnc2onc(-c3ccc(F)cc3)c2c1=O)c1ccc(OC)cc1 | 11µM*
CCCSc1ncc(Cl)c(C(=O)Nc2nc3ccc(OCC)cc3s2)n1 | 37%[activator]
COc1ccc(S(=O)(=O)NCC(c2ccc(N(C)C)cc2)N2CCc3ccccc32)cc1F (stereo not drawn) | -33%
O=C(NC1CC1)C1CCc2nnc(C3CC3)n21 (stereo not drawn) | 6%[44.1 µM]
Cc1cccc(C)c1NC(=O)CCSc1nc(-c2ccc3c(c2)OCO3)cc(C(F)(F)F)n1 | ?
CCNC(=O)c1cccnc1OC1CCN(C(=O)C2CCOCC2)C1 (stereo not drawn) | -4%

Reprinted at random: four compounds from above, in no set order.
SMILES | Pf Dd2 growth
Fc1ccc(Nc2ncnc3c2nc2n3CCCC2)cc1 | 9%
O=C1CO[C@H]2CN(Cc3ncc[nH]3)C[C@H]2N1Cc1ccccc1 | i
Cc1cccc(C)c1NC(=O)CCSc1nc(-c2ccc3c(c2)OCO3)cc(C(F)(F)F)n1 | ?
COc1ccc(-n2nc(C3CCCN(C(=O)Cc4ccccn4)C3)[nH]c2=O)cc1 (stereo not drawn) | -19%

Remaining list, next part.
SMILES | Pf Dd2 growth
COc1ccc([C@@H]2CN(c3nnnn3-c3ccccc3)C[C@H]2NC(C)=O)cc1 | ?
O=c1n(-c2cccc(Cl)c2)nc2n1CCN(Cc1ccc(F)cc1)C2 | ?
Cc1cccc(N2CCN(c3ncncc3-c3nc(-c4ccccc4)no3)CC2)c1 | ?
CC(C)N1CCC(OCCCNC(=O)CN2CC3CC(C2)[C@H]2CCCC(=O)N2C3)CC1 (stereo partly drawn) | -32%
COCCCNC(=O)Cn1c(=O)n(-c2cccc(C)c2)c(=O)c2c3c(sc21)CN(C(C)=O)CC3 | 31%
CCc1ccccc1NC(=O)c1cnc2sc(N3CCCC3)nn2c1=O | i
O=C1CC(c2ccccc2)N(C(=O)C2CC2)CCCN(C(=O)Cc2c[nH]c3ccccc23)CCN1 (stereo not drawn) | ?
O=C(Nc1ccc(Cl)cc1)c1nc2c(o1)CCN(Cc1nccs1)CC2 | -17%[44.1 µM]
O=C(Nc1ccc(Br)cc1C(=O)c1ccccc1)c1ccccc1 | 24%
CCOc1ccc(-c2nc(Cn3c(=O)cc(C)c4c(C)nn(-c5ccccc5)c43)c(C)o2)cc1 | 6%
Cc1cc(C)n2ncc(C(=O)N3CCC(c4[nH]ncc4-c4ccccc4)CC3)c2n1 | -14%
CCOC(=O)COc1ccc(CC)cc1C(=O)c1ccn2nc(-c3ccc(F)cc3)cc2n1 | i
CN(C)C(=O)[C@H]1CN2CCC1C[C@@H]2Cn1cc(CSc2ccccc2)nn1 (stereo partly drawn) | -5%[44.1 µM]
Cc1cc(C)cc(NC(=O)N2CC(C(=O)N(C)C)C3(CCOCC3)C2)c1 (stereo not drawn) | 16%
Cn1nc(-c2ccccc2F)c2cc(C(=O)Nc3cc(F)ccc3F)sc21 | 25%
Cc1nc(-c2cn(C3CCCN(C(=O)c4ccc5c(c4)OCO5)C3)nn2)no1 (stereo not drawn) | -3%
O=C(NCCC1CCN(C(=O)Nc2ccccc2)CC1)c1ccccc1 | ?
Cn1cccc1C(=O)N1C[C@@H](F)C[C@H]1C(=O)N1CCCCC1 | 45%[activator]
COCCn1c(C)cnc1CCNS(=O)(=O)c1ccccc1 | i
Cc1ccc(NC(=O)Cn2c(-c3ccc(F)cc3)nc(C)c(CCO)c2=O)c(Cl)c1 | i

Part of the list above, field by field:
SMILES: COCCn1c(C)cnc1CCNS(=O)(=O)c1ccccc1
- Pf Dd2 growth = i
SMILES: Cn1cccc1C(=O)N1C[C@@H](F)C[C@H]1C(=O)N1CCCCC1
- Pf Dd2 growth = 45%[activator]
SMILES: Cc1ccc(NC(=O)Cn2c(-c3ccc(F)cc3)nc(C)c(CCO)c2=O)c(Cl)c1
- Pf Dd2 growth = i

Returning to the listing with the 5 entries that preceded the break.
SMILES | Pf Dd2 growth
Cc1nc(-c2cn(C3CCCN(C(=O)c4ccc5c(c4)OCO5)C3)nn2)no1 (stereo not drawn) | -3%
O=C(NCCC1CCN(C(=O)Nc2ccccc2)CC1)c1ccccc1 | ?
Cn1cccc1C(=O)N1C[C@@H](F)C[C@H]1C(=O)N1CCCCC1 | 45%[activator]
COCCn1c(C)cnc1CCNS(=O)(=O)c1ccccc1 | i
Cc1ccc(NC(=O)Cn2c(-c3ccc(F)cc3)nc(C)c(CCO)c2=O)c(Cl)c1 | i
CCn1c2c(c(=O)n3ncc(C(=O)Nc4ccc(F)cc4Cl)c13)CN(Cc1ccc(OC)cc1)CC2 | 11µM*
CCOc1ccc2c(n1)CCN(C(=O)c1ccn(CC)n1)C2 | -22%
NC(=O)[C@H](CC1CCCCC1)NC(=O)[C@@H]1CN(C(=O)Nc2ccccc2)CCN1C(=O)C1CCCCC1 | 41%[activator]
COc1ccccc1NC(=O)N(C)CC1CCOCC1 | 31%
CCOC(=O)N1CCC(NC(=O)c2cnn(-c3cccc(C)c3)c2-n2cccc2)CC1 | ?
O=C(NCCCN1CCN(c2ccccc2F)CC1)c1ccc2nc(CCc3ccccc3)oc2c1 | 11µM*
O=C(NC1CC1)C1CCN(C(=O)c2ncn3c2COC(c2ccc(F)cc2)C3)CC1 (stereo not drawn) | i
Cc1noc(-c2cccc(OC3CN(C(=O)Cc4ccccc4)C3)c2)n1 | 3%[5.79 µM]
CCC1(N2CCN(C(=O)c3cccc(C(F)(F)F)c3)CC2)CCN(S(C)(=O)=O)C1 (stereo not drawn) | -3%
Cc1ccc2c(C(=O)Nc3ccc(F)cc3)cnn2c1 | i
CC(C)N1C(=O)CO[C@H](c2ccc(NS(=O)(=O)Cc3ccccc3)cc2)[C@H]1CO | 7%[44.1 µM]
CN1c2cc(C(=O)NCc3ccc(Cl)cc3)ccc2C(=O)N2CCCCC21 (stereo not drawn) | i
Cc1ccc(-n2ncc(C(=O)N3CCC(c4ccccc4)C3)c2C2CCN(C(=O)OC(C)(C)C)CC2)cc1 (stereo not drawn) | 11µM*
O=C(CSc1nc(-c2cccs2)cc(C(F)(F)F)n1)Nc1ccccc1Cl | -18%
COc1ccccc1NC(=O)CSc1nc2ccccc2c2nc(-c3ccccc3)nn12 | ?
Cc1ccc2nc(CO[C@H]3CN(Cc4nccs4)C[C@H]3F)[nH]c2c1 | -4%[44.1 µM]
CCN(C(=O)CSc1nc(-c2ccc(C(C)C)cc2)no1)c1ccccc1 | 1.1µM*
O=C(O)c1ccc(CN2CC(COc3ccccc3)C3(C2)CN(c2ccccc2)C3)cc1 (stereo not drawn) | ?
c1ccc(Nc2cc3c(cn2)CN(Cc2ccn[nH]2)CCN3)cc1 | i
COc1ccc(-c2nc(CS(=O)(=O)CC(=O)NCCc3ccc(C)cc3)c(C)o2)cc1 | 3%
CCc1ccc(-c2[nH]c3c(c2-c2sc(C)c(C(=O)OC)c2O)c(=O)n(C)c(=O)n3C)cc1 | 13%
Cc1cccc(C)c1NC(=O)Cn1nc2n(c1=O)CCCCC2 | 2%
CN(C)C(=O)C1CN(C(=O)c2ccccc2Cl)CC12CCOCC2 (stereo not drawn) | -14%
CCc1noc(-c2cn(C3CCN(C(=O)COc4ccccc4)CC3)nn2)n1 | ?
S=C(Nc1ccccc1)N[C@H]1CO[C@H]2[C@@H]1OC[C@H]2OCc1ccccc1 | ?

High-throughput results from PubChem BioAssay.

An excerpt; count on the stated rates, not on these rows.
